# AGP1-GFP MLPCN = modulators of TOR pathway AGP1-GFP in S. cerevisiae | S. cerevisiae AGP1-GFP multiplex flow cytometry, 3 h; GFP as percent of DMSO wells | 0.02% of 320,000 active | GFP response vs DMSO, % at 10 µM;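 active means GFP response relative to DMSO above a set limit, near screen average plus 3 SD, cut at about 150% in these data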;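 further: median GFP channel fluorescence of the gated AGP1 strain per well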
# CIT2-GFP yeast = alters CIT2-GFP fluorescence in TOR pathway yeast screen; GFP response vs DMSO, % at 10 µM; AID 2029; S. cerevisiae CIT2-GFP strain, flow cytometry, 3 h; 100 means same as DMSO wells; 0.065% of 320,000 active;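 active means GFP response relative to DMSO above a set limit, near the screen mean plus 3 SD, cut at about 150% in these data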;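 further: ratio of well median GFP fluorescence to mean of DMSO wells on the plate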
# VLA-4 inh = inhibition in a human VLA-4 binding assay; P13612; VLA-4 expressing cells, ligand binding flow cytometry; inhibition, % (about 7 µM as worked out from the volumes in the protocol); 0.2% of 330,000 active; in the data active means inhibition above about 50%
# CR mimetic SO = caloric restriction mimetics inhibiting age-related superoxide in yeast | S. cerevisiae aged cells, superoxide DHE fluorescence; stronger effect = lower value | superoxide response (% of plate mean), % at 10 µM | 0.18% of 330,000 active | AID 2690;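 active means superoxide response under a set limit, about three screen SD below normal, cut at about 65% in these data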;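 further: yeast aged for seven days with compound at 30 °C before DHE staining; 100% = average MFI of all compound-treated wells on the plate with controls excluded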
# GRK2 aptamer HTS = inhibitors of human GRK2 displacing RNA aptamer. inhibition of aptamer binding, % at 10 µM. bead flow cytometry, FAM-aptamer displacement from GRK2. 0.59% of 330,000 active. P25098. AID 488847;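 active means inhibition of aptamer binding above 40%, roughly 3 SD of noise, on plates passing a quality check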;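 further: median bead fluorescence of bound FAM aptamer so fluorescent compounds give negative values; no value below 0 was filed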
# Target sequence (P25098 whole entry, looked up): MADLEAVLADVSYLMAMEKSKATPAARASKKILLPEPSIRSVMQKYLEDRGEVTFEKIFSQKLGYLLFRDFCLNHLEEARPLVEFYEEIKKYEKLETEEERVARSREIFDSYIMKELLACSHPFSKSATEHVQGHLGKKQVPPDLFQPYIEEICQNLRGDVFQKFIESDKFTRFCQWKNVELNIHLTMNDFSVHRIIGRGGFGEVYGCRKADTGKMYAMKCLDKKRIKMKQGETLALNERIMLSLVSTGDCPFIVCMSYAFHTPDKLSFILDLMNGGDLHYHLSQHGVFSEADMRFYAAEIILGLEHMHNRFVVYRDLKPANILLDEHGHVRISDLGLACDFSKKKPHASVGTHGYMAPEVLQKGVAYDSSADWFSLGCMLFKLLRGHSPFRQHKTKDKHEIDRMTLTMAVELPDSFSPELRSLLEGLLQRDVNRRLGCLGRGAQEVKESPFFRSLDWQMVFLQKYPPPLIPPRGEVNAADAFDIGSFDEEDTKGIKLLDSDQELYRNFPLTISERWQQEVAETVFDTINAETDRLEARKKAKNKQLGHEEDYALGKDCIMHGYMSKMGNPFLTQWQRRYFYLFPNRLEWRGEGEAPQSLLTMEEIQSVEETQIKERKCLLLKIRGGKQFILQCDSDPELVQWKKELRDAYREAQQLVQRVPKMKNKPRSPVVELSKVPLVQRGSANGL
# MEP2 TOR yeast = yeast TOR pathway MEP2-GFP modulation; AID 2016; GFP response vs DMSO, % at 10 µM; S. cerevisiae MEP2-GFP strain, flow cytometry GFP, 3 h; 100% = DMSO control level; 0.51% of 330,000 active;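 active means GFP response versus DMSO above a set limit, roughly screen mean plus 3 SD, cut at about 180% in these data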;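 further: median GFP fluorescence of the barcode-gated MEP2-GFP cells per well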
# RPL19A TOR yeast = yeast TOR pathway RPL19A-GFP modulation; S. cerevisiae RPL19A-GFP strain, flow cytometry, 3 h; stronger effect = lower value; AID 2025; 0.3% of 330,000 active; percent response vs DMSO, % at 10 µM;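 active means percent response vs DMSO below 50%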;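 further: median channel GFP fluorescence of the barcoded RPL19A-GFP strain; ratio of sample median GFP to plate DMSO average so 100% = DMSO; lower means less RPL19A-GFP as with rapamycin TOR inhibition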
# LAP4-GFP MLPCN = alters LAP4-GFP fluorescence in TOR pathway yeast screen; AID 2023; S. cerevisiae LAP4-GFP multiplex, flow cytometry GFP, 3 h; median GFP as percent of DMSO wells; GFP response vs DMSO, % at 10 µM; 0.34% of 320,000 active;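 active means GFP response vs DMSO above a set limit, about the screen mean plus 3 SD, cut at about 150% in these data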
# An asterisk follows results filed as active; x = no result given.
# Values run as follows: AGP1-GFP MLPCN	RPL19A TOR yeast	GRK2 aptamer HTS	LAP4-GFP MLPCN	VLA-4 inh	CIT2-GFP yeast	MEP2 TOR yeast	CR mimetic SO
1) COc1cc2c3c(c1)C1(C(=O)N3C(C)(C)C=C2C)C(C#N)=C(N)Oc2cc(O)ccc21 (stereo unspecified)
    91	89	0	91	13	85	88	78
2) O=C(CN1C(=O)C2C3CC(C(Br)C3Br)C2C1=O)N1CCN(Cc2ccccc2)CC1 (stereo unspecified)
    112	99	0	112	9	99	95	96
3) COc1cccc(NC(=O)CC(=O)c2ccccc2)c1
    91	97	5	98	-4	96	100	98
4) COc1cc(C(=O)OCCCN(C)C)cc(OC)c1OC
    100	94	0	100	8	93	89	102
5) COc1ccc(OCc2csc(N)n2)cc1
    111	103	4	100	-6	103	101	83
6) CCCCNC(=O)Cc1c(O)c2ccccc2[nH]c1=O
    95	95	0	97	4	97	100	90
7) Cc1ccccc1-c1nnc(SCC#N)o1
    103	100	6	101	14	101	99	106
8) CCOC(=O)Nc1ccc2c(c1)N(C(=O)CCN1CCN3CCCC3C1)c1ccccc1CC2 (stereo unspecified)
    102	101	0	103	20	93	103	94
9) C#Cc1ccc([C@@H]2C=C(C(=O)N3CCN(Cc4ccccc4)CC3)O[C@H](OCC)[C@H]2CCCO)cc1
    104	104	0	94	-3	99	109	100
10) CC(=O)c1c(C)[nH]c(C(=O)OCC(=O)Nc2cc(Cl)ccc2[N+](=O)[O-])c1C
    104	105	3	93	23	99	111	113
11) CN(C(=O)COC(=O)CSc1ccc([N+](=O)[O-])cc1)c1ccccc1
    101	101	0	98	28	93	97	129
12) CN(CCOc1ccc(Cl)cc1)C(=O)CN1C(=O)NC2(CCCCC2)C1=O
    89	91	0	94	-5	93	98	102
13) Cc1c(Nc2cc(=O)oc3ccccc23)c(=O)n(-c2ccccc2)n1C
    98	98	0	99	6	102	98	99
14) O=[N+]([O-])c1cccnc1N1CCN(Cc2ccc3c(c2)OCO3)CC1
    84	91	0	76	16	94	89	103
15) C=CCN(CC=C)C(=O)c1ccccc1NC(=O)c1ccccc1C
    100	102	1	90	-4	91	97	104
16) O=C(Cc1cc(=O)[nH][nH]1)N/N=C/c1cccc2ccccc12
    97	105	2	92	15	106	106	105
17) C[C@@H]1C=C(C(=O)N2CCN(Cc3ccc4c(c3)OCO4)CC2)O[C@H](OCCCCO)C1
    76	95	3	130	15	66	92	96
18) CC(=O)Nc1cccc(NC(=O)CSc2nnc(NC(=O)C3CC3)s2)c1
    96	97	7	93	-42	97	100	92
19) CCOC(=O)CSc1nc2c(c(=O)n1-c1ccc(OC)cc1)SCC2
    99	101	2	94	4	93	101	100
20) Cc1ccc(N/C=C/C(=O)c2ccc(C)cc2)cc1
    102	103	1	115	13	102	110	100
21) Cc1cccc(/C=N/n2c(-c3ccccc3)n[nH]c2=S)c1O
    96	104	0	98	6	98	112	98
22) COc1cc2c(cc1OC)C(C)N(C(=O)c1c(-c3ccccc3)noc1C)CC2 (stereo unspecified)
    111	98	0	109	4	101	101	115
23) O=C1CN(C(=O)OCc2ccccc2)c2ccccc2N1
    101	98	0	101	0	100	98	94
24) CCN(CC)S(=O)(=O)c1ccc(OC)c(NC(=O)CSc2cc(Cl)ccc2Cl)c1
    108	110	0	98	1	106	101	111
25) COc1ccc(NC(=O)CSc2nc(N)c3cc4c(nc3n2)CCCC4)c(OC)c1
    97	101	0	97	-11	93	107	118
26) C#CCn1c(=NC(=O)CSCC(=O)N2CCOCC2)sc2ccccc21
    97	94	1	94	2	91	94	77
27) O=C(Nc1cccc(F)c1)c1ccccc1-c1ccccc1
    84	108	0	80	11	108	96	99
28) CC(=O)Nc1ccc(NC(=O)C(C)OC(=O)CNC(=O)c2ccc(-c3ccccc3)cc2)cc1 (stereo unspecified)
    105	95	0	102	8	93	95	110
29) COc1cc(C(=O)NC2CCCCC2)ccc1OCc1ccc(Cl)cc1Cl
    90	93	0	83	10	97	96	111
30) O=C(c1ccco1)c1nnn(Cc2ccccc2)c1-c1ccccc1
    84	95	26	94	3	92	97	124
31) FC(F)(F)c1cnc(/C=C/Nc2ccccc2Cl)c(Cl)c1
    104	100	0	110	21	98	97	102
32) CCCc1cc(=O)[nH]c(SCC(=O)OCc2ccccc2)n1
    92	99	1	97	0	95	105	103
33) CCOC(=O)C1(Cc2cccc(OC)c2)CCN(Cc2cc(OC)ccc2OC)CC1
    112	99	0	111	-1	98	94	100
34) COc1ccccc1CNC(=O)CCc1c(C)nc2cc(-c3ccccc3OC)nn2c1C
    105	100	2	96	8	99	104	105
35) COc1ccc(S(=O)(=O)N2CCC(C)CC2)cc1OC
    38	101	0	90	3	96	99	111
36) COc1cc(C2C(C#N)=C(N)Oc3cc(C)n(CCc4ccccc4)c(=O)c32)cc2c1OCO2 (stereo unspecified)
    108	106	0	110	-8	98	97	101
37) CCN(CC)S(=O)(=O)c1ccc2[nH]c(=O)cc(C(=O)Nc3ccccc3N3CCCC3)c2c1
    98	98	0	101	4	95	103	106
38) CCOC(=O)C1CCN(c2nc3ccccc3nc2C(C#N)C(=O)OC(C)C)CC1 (stereo unspecified)
    100	98	0	101	-49	110	98	87
39) CC1=NCCN1S(=O)(=O)c1cc(Cl)ccc1Cl
    101	98	0	102	-14	97	97	97
40) COc1ccc(C2C(C(=O)NCc3cccnc3)c3cc(OC)c(OC)cc3C(=O)N2C)cc1 (stereo unspecified)
    103	103	0	102	-8	101	101	100
41) O=C(CN(C1CCCCC1)S(=O)(=O)c1ccc(Cl)cc1)NCc1cccnc1
    105	107	1	99	22	101	115	96
42) COC(=O)c1[nH]c2c(c1C)C(=O)CC(c1ccc(C)cc1)C2 (stereo unspecified)
    107	103	0	97	6	104	97	94
43) O=C(c1cc(F)ccc1F)C1CCCN(C(=O)c2ccc3nccnc3c2)C1 (stereo unspecified)
    99	102	0	94	8	102	87	103
44) O=C(COC(=O)/C=C/c1ccco1)NCc1ccc2c(c1)OCO2
    99	114	15	108	5	108	108	102
45) COc1ccc(CNC(=S)Nc2ccc(OC)cc2)cc1
    99	104	0	98	0	99	107	107
46) Cc1ccc(Oc2nc3ccccn3c(=O)c2/C=C(\C#N)C(=O)Nc2c(C)n(C)n(-c3ccccc3)c2=O)cc1
    103	104	0	91	0	106	102	98
47) COc1ccc(NC(=O)c2cc3ccc(O)cc3o/c2=N\O)cc1
    96	100	0	105	13	96	105	103
48) CCN(C(=O)CN1C(=O)S/C(=C\C=C\c2ccccc2)C1=O)C1CCS(=O)(=O)C1 (stereo unspecified)
    96	98	0	89	5	96	95	90
49) CCOc1ccc(Br)cc1S(=O)(=O)Nc1ccc(S(=O)(=O)Nc2cc(C)on2)cc1
    96	91	0	98	0	84	97	111
50) COc1ccc(/C=N/N=C/c2ccc(OC)cc2)cc1
    97	108	0	94	3	101	115	100
51) COc1ccc(OCc2nc(C#N)c(NCCCn3ccnc3)o2)cc1
    112	108	1	106	13	109	102	98
52) CN(C)CCN1CCc2ccccc21
    101	100	0	112	14	96	97	95
53) COC(=O)c1ccc(C23CC4(C2)[C@H](CN(C)[C@@H]4c2ccccc2)C3c2ccc(Cl)nc2)cc1 (stereo partly specified)
    105	104	0	101	25	102	101	95
54) Cc1cc(=O)oc2cc(OCCSCCN3CCCC3)ccc12
    x	95	0	x	3	x	96	84
55) CC(=O)c1c(N2CCOCC2)nc(=S)n(-c2ccccc2)c1C
    103	100	0	101	19	104	101	109
56) CCC(=O)N(CCc1ccccc1)Cc1cc2cc3c(cc2[nH]c1=O)OCO3
    109	103	3	106	-5	113	104	98
57) CC(C)(C)C(=O)CSc1ncnc2sc3c(c12)CCC3
    98	105	2	103	20	101	112	102
58) O=C(O)C1CCN(S(=O)(=O)Cc2ccccc2)CC1
    97	102	0	102	0	101	113	94
59) Cc1cccc(C)c1NC(=O)C(NC=O)c1ccccc1Cl (stereo unspecified)
    x	99	0	97	6	102	99	97
60) COc1ccc(NC(=O)COc2ccc3c(C)cc(=O)oc3c2)cc1S(=O)(=O)N1CCCCC1
    109	97	0	98	9	92	95	107

# Additional entries follow:
# Values run as follows: AGP1-GFP MLPCN	RPL19A TOR yeast	GRK2 aptamer HTS	LAP4-GFP MLPCN	VLA-4 inh	CIT2-GFP yeast	MEP2 TOR yeast	CR mimetic SO
61) COc1ccc(NC(=O)COC(=O)C2CCN(C(=O)c3ccc(Cl)cc3)CC2)c([N+](=O)[O-])c1
    97	95	4	105	9	98	97	127
62) CCn1nc(C(=O)OCC(=O)c2ccc(F)cc2)c2ccccc2c1=O
    90	89	0	82	1	95	89	112
63) COc1ccc2[nH]cc(CCNC(C)=O)c2c1
    102	108	1	108	9	106	109	97
64) O=C(O)C1CCCCC1C(=O)Nc1ccccc1F (stereo unspecified)
    106	99	3	109	-3	100	104	116
65) CCOC(=O)N1CCN(CC(=O)Nc2cc3c(cc2C(C)=O)OCO3)CC1
    117	111	0	111	-15	109	112	94
66) Cc1cc(N2CCN(C)CC2)nc2ccc(NC(=S)N3CCN(c4ccc(Cl)cc4)CC3)cc12
    87	92	x	123	4	76	99	110
67) COc1ccccc1NCC(=O)n1nc(C)cc1C
    98	98	11	104	-10	98	100	132
68) Cn1cnnc1Sc1nc2c(c(=O)n(C)c(=O)n2C)n1Cc1ccccc1Cl
    100	97	0	94	-8	106	97	93
69) Cc1ccc(-n2ncc3c(=O)n(CC(=O)NCc4ccco4)cnc32)cc1C
    95	99	4	82	-12	93	87	98
70) CCCOc1ccc(-c2nc3c(c(=O)[nH]c(=O)n3Cc3ccccc3)n2CCO)cc1OCC
    107	103	0	100	5	105	107	100
71) CCOc1ccc(CN2CCNC(=O)C2CC(=O)N(C)C2CCCCC2)cc1 (stereo unspecified)
    100	102	0	93	17	101	114	95
72) Cc1cc(-c2nnc(SCC(=O)Nc3ccc(C)c(C)c3)n2N)n[nH]1
    100	100	0	97	-7	102	101	138
73) O=C(CSc1cccc[n+]1[O-])Nc1ccc(N2CCOCC2)cc1
    95	96	0	102	4	97	97	113
74) CCc1ccc(OCC(=O)NCC(c2ccc(Cl)cc2)N2CCCCC2)cc1 (stereo unspecified)
    97	100	0	86	-1	94	88	93
75) CN(C1=C(N2CCCCC2)C(=O)c2ccccc2C1=O)c1ccccc1
    95	98	1	101	-2	102	96	116
76) CCOc1ccc2[nH]c3c(NCCC(C)C)ncnc3c2c1
    89	98	0	85	13	97	105	99
77) Cn1c(=O)c2[nH]c(CNc3ccc(C(=O)O)cc3)nc2n(C)c1=O
    103	105	3	91	-2	104	102	106
78) Nc1ccc(/C=C/C(=O)c2cccs2)cc1
    98	95	0	105	-67	93	99	117
79) COc1ccc(Oc2nc(C(F)(F)F)nc3ccccc23)cc1
    103	105	0	103	28	103	106	91
80) Cc1c(C(=O)NCc2cccnc2)sc2nc(-c3ccc(F)cc3)cn12
    99	99	0	96	0	96	103	96
81) N#C/C(=C\c1c(N2CCC(C(N)=O)CC2)nc2ccccn2c1=O)S(=O)(=O)c1ccc(Cl)cc1
    x	99	41*	x	-2	x	102	106
82) CCC(C)(C)C1CCC2(CC1)NC(=O)N(CC(=O)N(C)Cc1ccc(OC(F)F)cc1)C2=O (stereo unspecified)
    109	98	0	102	3	101	99	96
83) CC(=O)Nc1ccc(NC(=O)C2CCCN2C(=O)Nc2ccc(F)cc2)cc1 (stereo unspecified)
    103	106	0	99	21	103	110	104
84) CCN1CCN(C(=O)CN2C(=O)c3ccccc3S2(=O)=O)CC1
    93	87	6	98	0	93	95	96
85) CCOc1ccc(NC(=O)c2cccc(NC3=NC4CS(=O)(=O)CC4S3)c2)cc1 (stereo unspecified)
    107	106	2	103	-8	101	102	104

# Source: PubChem BioAssay
